Compound activity deposited in PubChem by several laboratories.
EP2 mod – EP2 receptor (human) modulation | P43116 | induction, % at 25 µM | EP2-expressing cells, cAMP HTRF FRET, PGE2 co-stimulation | actives 0.83% (n = 260,000);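 active = compounds whose cAMP rise, as percent of the full-agonist control response, exceeds 60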;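 note: rat C6 glioma line stably carrying human EP2 under a CMV promoter; the protocol text gives 20 µM as final concentration; 100% = response of wells given 1 µM PGE2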
Target sequence (P43116 whole entry, looked up): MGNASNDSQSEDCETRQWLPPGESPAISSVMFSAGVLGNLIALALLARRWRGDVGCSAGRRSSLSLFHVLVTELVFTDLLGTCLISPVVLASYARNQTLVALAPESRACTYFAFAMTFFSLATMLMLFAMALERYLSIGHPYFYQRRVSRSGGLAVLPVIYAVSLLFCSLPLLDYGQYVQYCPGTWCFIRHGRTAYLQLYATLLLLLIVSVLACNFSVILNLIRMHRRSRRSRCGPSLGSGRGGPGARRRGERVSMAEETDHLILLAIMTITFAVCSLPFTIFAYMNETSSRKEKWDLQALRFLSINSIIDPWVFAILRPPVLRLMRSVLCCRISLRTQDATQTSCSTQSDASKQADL
PGE2 EP2 inh – inhibitors of human EP2 prostaglandin E2 receptor; C6 glioma cells expressing human EP2, cAMP TR-FRET; cells stimulated with saturating PGE2; inhibition, % at 25 µM; actives 0.52% (n = 260,000);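 active = percent inhibition above 40 after rounding to a whole number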;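 note: rat C6 glioma host cells with rolipram phosphodiesterase inhibitor present; the protocol text gives 20 µM as final concentration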
Tb hexokinase – T. brucei hexokinase 1 inhibition; AID 1430; inhibition, % at 10 µM; actives 0.11% (n = 220,000); recombinant TbHK1, G6PDH-coupled NADH A340;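 active = inhibition of 50% or more in the single-dose primary screen; inactive = inhibition below 50%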
Rad51 HR inh – Rad51 (human) homologous recombination inhibition; actives 0.085% (n = 200,000); inhibition, % at 10 µM; Q06609; AID 1385; hRad51 DNA strand exchange, fluorescence dequenching;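 active = inhibition above 40% at the single screening dose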;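 note: 0% = DMSO control wells and 100% = blanks with heterologous ssDNA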
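System: human Rad51 nucleoprotein filaments preassembled on unlabelled ssDNA. Reagent: labelled 47-mer dsDNA for strand exchange. Schedule: 30-min compound preincubation and 15-min exchange, both room temperature. Measured by: FRET fluorescence dequenching, excitation 485 nm, emission 520 nm. Read-out: Fluorescence-based percent inhibition, control- and blank-normalised. Benchmarks: plate controls and plate blanks.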
14-3-3 Bad PPI – disrupts binding of bovine 14-3-3 zeta to phospho-Bad peptide. P63103. TR-FRET 14-3-3zeta/Dy647-pBad peptide displacement, 1 h. inhibition, % at 21.7 µM. actives 0.71% (n = 220,000);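 active = inhibition above about 70%, limit read from the data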;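 note: 0% = full 14-3-3 plus peptide FRET controls and 100% = background without 14-3-3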
Hck Nef HTS – human Hck-Nef kinase inhibition; Recombinant Hck-YEEI plus Nef, Z-Lyte FRET kinase assay; inhibition, % at 20 µM; actives 0.68% (n = 220,000);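 active = Hck-Nef kinase inhibition above about 50%, limit read from the data; inactive = inhibition below that limit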;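 note: 0% = DMSO with Hck plus Nef and 100% = Hck alone without Nef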
Target sequence (P08631 whole entry, looked up): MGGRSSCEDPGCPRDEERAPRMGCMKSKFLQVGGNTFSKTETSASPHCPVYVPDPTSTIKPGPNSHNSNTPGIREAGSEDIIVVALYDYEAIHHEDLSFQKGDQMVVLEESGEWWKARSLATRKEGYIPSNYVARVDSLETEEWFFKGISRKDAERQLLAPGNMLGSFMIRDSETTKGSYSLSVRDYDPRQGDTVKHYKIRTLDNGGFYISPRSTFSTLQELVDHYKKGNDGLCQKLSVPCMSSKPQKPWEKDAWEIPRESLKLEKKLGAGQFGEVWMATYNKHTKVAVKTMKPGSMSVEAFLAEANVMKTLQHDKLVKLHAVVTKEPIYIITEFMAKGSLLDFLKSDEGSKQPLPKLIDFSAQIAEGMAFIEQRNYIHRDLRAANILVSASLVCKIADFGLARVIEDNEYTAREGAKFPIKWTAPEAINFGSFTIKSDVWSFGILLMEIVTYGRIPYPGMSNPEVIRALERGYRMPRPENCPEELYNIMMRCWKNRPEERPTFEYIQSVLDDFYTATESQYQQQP
eIF4E-4G inh – eIF4E/eIF4G interaction inhibition in translation initiation; P63073+Q04637; TR-FRET eIF4E-eIF4GI(517-606) binding, 2 h; inhibition, % at 21.7 µM; actives 0.37% (n = 220,000);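 active = inhibition above about 30%, limit read from the data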;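 note: 0% = full FRET control wells and 100% = background wells lacking eIF4GI fragment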
zVAD death inh – L929 zVAD cell death inhibition; L929 zVAD necroptosis rescue, ATP luminescence, 24 h; with zVAD 60 µM; viability rescue, % at 10 µM; actives 0.38% (n = 220,000);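 active = activation, scaled between plate controls, above about 75%, limit read from the data; inactive = activation under that limit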;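 note: 0% = zVAD with DMSO and 100% = DMSO alone without zVAD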
Calpain2 inh – inhibitors of pig calpain II. purified calpain II, fluorogenic peptide substrate, 30 min. actives 0.37% (n = 220,000). inhibition, % at 16 µM;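 active = inhibition above about 50%, limit read from the data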
Starred values were filed as active, the others as inactive; i = inactive; . = not tested or not shown; [ ] = another dose, or the depositor's remark. A portion of the library (hit frequency here may not be typical).

SMILES	EP2 mod	PGE2 EP2 inh	Tb hexokinase	Rad51 HR inh	14-3-3 Bad PPI	Hck Nef HTS	eIF4E-4G inh	zVAD death inh	Calpain2 inh
CCCn1c(=O)c2ccccc2n2c(SCc3c(C(=O)OCC)oc4ccccc34)nnc12	35	-3	1	1	6	1	0	-0.6	12
COc1ccc(C(=O)/C=C/c2ccccc2)c(O)c1	11	11	-8	-4	-6	11	2	0.5	11
O=C(CCCOc1ccccc1)Nc1cccc([N+](=O)[O-])c1	-51	9	-4	25	-14	18	3	2.3	-5
CCOC(=O)/C(C#N)=C\N(C)C	-2	.	-6	.	10	-1	-1	0.3	9
O=C(CC1(O)C(=O)c2ccccc2C1=O)c1ccccc1	-9	10	0	.	-3[fluorescence artefact?]	-4	9	.	17
COc1cc2c(cc1OC)C(C)N(C(=O)c1c(-c3ccccc3)noc1C)CC2 (stereo not drawn)	24	8	0	-30	5	18	-6	0.4	-16
CC(=O)N(Cc1ccccc1)Cc1nc2sc(C)c(C)c2c(=O)[nH]1	10	7	-1	-3	-16	18	0	2.4	-1
Cn1c(=O)c2c(nc(CN3CCOCC3)n2CCCc2ccccc2)n(C)c1=O	26	6	6	-4	-1	11	2	-0.8	-17
COc1cc2[nH]c(=O)n(C3CCCCC3)c(=O)c2cc1OC	-3	6	8	-7	12	-15	0	0.9	-4
Cc1nn2c3c(cnc2c1-c1ccccc1)C(=O)CC(c1ccccc1)C3 (stereo not drawn)	30	1	-1	5	3	1	4[fluorescence artefact?]	0.0	-25
CC1=C/C(=N\OS(=O)(=O)c2ccccc2)C=CC1=O	8	.	8	.	8	-5	18	-0.7	-30
O=C1C2C3C=CC(C3)C2C(=O)N1Cc1cccnc1 (stereo not drawn)	1	12	2	2	-7[fluorescence artefact?]	3	-3[fluorescence artefact?]	0.6	-11
O=C(O)c1cc(NN=Nc2cccc([N+](=O)[O-])c2)cc([N+](=O)[O-])c1	-19	3	-71	15	6	8	2	0.5	27
Cc1ccc(S(=O)(=O)Oc2ccccc2/C=N/O)cc1	3	7	2	22	-3	8	1	0.3	-24
COC(=O)c1ccc2nc(-c3ccc(S(C)(=O)=O)cc3)cn2c1	-60	4	-5	-2	4	17	-1	1.9	-359
COC(=O)c1ccc(CNC(=O)/C=C/c2cc([N+](=O)[O-])ccc2OC(F)F)cc1	-4	7	-10	2	1	12	-3	0.0	-4
CSc1ccc(-c2c(C#N)c(N)nc3c2c(C)nn3-c2ccccc2)cc1	0	14	9	2	-21[fluorescence artefact?]	-1	-14	3.2	-90
O=C(NC1CC1)c1ccc(-c2nc3ccccc3s2)s1	-34	10	-15	-4	3[fluorescence artefact?]	1	8	0.8	-46
[2H]c1c([2H])c([2H])c(C(=O)c2sc(N3CCCCCC3)nc2-c2ccccc2)c([2H])c1[2H]	8	.	1	.	-4	0	4	-0.2	36
COc1cc2c(cc1Cl)/C(=C\CCN(C)C)c1ccccc1S2	-47	8	3	4	1	-1	-3	7.4	26
COC(=O)CCC(=O)Nc1ccc(OC)cc1	7	10	0	4	9	3	-1	0.8	15
COc1ccc(/C=N/Nc2ncc(C(F)(F)F)cc2Cl)c(OC)c1OC	-3	4	-16	20	7	6	2	.	15
Cc1ccc(SCc2nc(N)nc(Nc3ccccc3C)n2)c(C)c1	-13	4	24	-6	-12	1	0	0.4	7
CC(=O)Oc1ccccc1C1OCCN1C(C)=O (stereo not drawn)	4	14	-1	3	-1	5	3	0.2	0
CCCNC(=O)CSc1nnc(C)s1	-24	9	-1	-3	3	3	-11	-0.2	16
COC(=O)C1=C(N)Oc2c(oc(CO)cc2=O)C1c1ccc(F)cc1 (stereo not drawn)	-16	3	4	8	-3	-1	-4	0.5	7
CCOC(=O)C(C(=O)Nc1ccccc1)C1CCCCC1 (stereo not drawn)	-3	9	2	0	5	3	4	1.4	-2
CC(=O)c1cccc(-n2c(CCC(=O)O)ccc2-c2cccs2)c1	20	11	2	0	-2	11	1	-0.3	-36
Cc1ccccc1NC(=O)c1cccc2nccnc12	-15	2	-1	-2	-18	0	0	-0.4	7
CC(C)CCNC(=O)C(Cc1ccccc1)NS(=O)(=O)c1ccc2c(c1)c(=O)n(C)c(=O)n2C (stereo not drawn)	16	7	8	2	-2	-1	2	-0.3	14
COc1cc(/C=C(/Sc2nnc(-c3ccc(F)cc3)o2)C(=O)O)ccc1OC(F)F	2	5	-21	-3	-7	23	-2	2.1	-37
Cc1ccc(-c2nnn(CC(=O)N(CCN3CCOCC3)C(C(=O)NC(C)(C)C)c3ccc(C)o3)n2)cc1 (stereo not drawn)	2	5	-21	-11	-2	17	-3	0.2	-17
COc1ccccc1NC(=O)NC1(C(=O)N2CCC(O)CC2)CCCCC1	7	8	-2	-2	-1	1	5	-0.1	-14
O=C(CCCn1c(=S)[nH]c2cc3c(cc2c1=O)OCO3)N1CCN(c2ccccn2)CC1	-5	4	-6	5	-10	1	13	-0.1	-6
COC(=O)c1cccc(S(=O)(=O)N2CCCCC2)c1	7	2	27	3	6	2	3	0.2	21
COc1cccc(OC)c1C(=O)Nc1nnc(C(C)C)s1	6	8	8	-4	8[fluorescence artefact?]	7	-4[fluorescence artefact?]	4.3	28
CCOc1ccc(C(c2c(NC(=O)c3ccccc3)sc(C)c2C)N2CCN(C)CC2)cc1 (stereo not drawn)	-27	10	-23	-3	-13	1	4	1.9	6
Cc1cc(O)c(NC(=S)NC(=O)c2ccc(-c3ccc(Cl)cc3)o2)cc1C	8	18	-16	-6	4	1	-28	2.6	-169
Cc1cccc(C)c1NC(=S)N1CCC(N(C)CC2CCCO2)CC1 (stereo not drawn)	1	3	0	-8	.	0	.	0.7	12
O=C1c2ccccc2NC(c2cccnc2)N1c1ccccc1F (stereo not drawn)	20	8	3	-1	-8	3	12[fluorescence artefact?]	-0.9	i
Cc1cc(=O)[nH]c2c1c(C)nn2C(C)(C)C	-12	7	-7	-7	3	-13	2	1.6	-12
COc1ccc(CNC(=O)c2cnc3cc(C)ccn3c2=O)cc1	19	12	-38	-6	11	2	4	0.5	-22
CC1(C)CC(=O)C2=C(C1)OC(N)=C(C#N)[C@@H]2c1ccccc1[N+](=O)[O-]	-7	6	-22	-82	-1	0	-4	-0.1	-15
Cc1ccc2nc(-c3ccc(N4C(=NC(=O)CCC(=O)O)SC5CS(=O)(=O)CC54)cc3)sc2c1 (stereo not drawn)	-2	7	-33	1	11	7	11	3.2	-126
Cc1onc(-c2ccccc2Cl)c1C(=O)NC(=S)Nc1ccccc1F	41	6	12	-6	-14	-8	1	-0.1	11
CCCCOc1ccc(CSC(=N)N)cc1Cl	-46	21	1	11	-1	15	0	5.2	4
COc1ccc2cc(C(c3nnnn3CCc3ccccc3)N3CCCC(C)C3)c(=O)[nH]c2c1 (stereo not drawn)	7	10	-21	-6	-13	3	-20	0.1	-48
CCN1CCS/C1=C/C=C/C1=[N+](CC)CCS1	-15	2	3	-7	-9	1	19	-0.5	-11
O=C1c2ccccc2C(=O)N1OCc1ccccc1[N+](=O)[O-]	15	5	4	4	-8	-8	2	1.9	1
O=C(Cc1cccs1)Nc1cccc(-c2nc3ccccc3o2)c1	-40	17	0	7	6	1	1	0.4	-13
O=C(O)CCC(=O)Nc1nc2nccc(-c3ccccc3)n2n1	13	16	-42	18	-3	3	0	0.4	-129
Cn1c(/C(C#N)=C(\O)c2ccc([N+](=O)[O-])cc2)nc2ccccc21	-16	7	-2	-2	7	8	4	-1.3	20
O=C(NNc1ncnc2c1cnn2-c1ccc(F)cc1)c1cccs1	-19	2	-5	21	-12	24	-4	1.2	-22
COC(=O)C1=C(C)N(CC2CC2)C(=O)N[C@H]1c1ccc(Br)cc1	12	1	-2	-3	-18[fluorescence artefact?]	-6	-6	2.2	-4
O=C(CCN1C(=O)/C(=C/c2cccs2)SC1=S)NC1=NCCS1	-1	2	5	-8	6	1	0	0.3	1
Cc1[nH]n(-c2ccccc2)c(=O)c1N=Nc1cccc(S(=O)(=O)N2CCOCC2)c1	14	3	-2	8	3	1	6	-1.2	25
O=C(/C=C/c1ccc(Cl)cc1Cl)N(Cc1ccc(Cl)cc1)C1CCS(=O)(=O)C1 (stereo not drawn)	22	6	28	5	-13[fluorescence artefact?]	-2	-1	1.1	-1
CCc1ccc(C(=O)Nc2ccc(OC)c(S(=O)(=O)N3CCOCC3)c2)cc1	-14	5	-8	2	-10	3	4	67	1
Cc1ccc(S(=O)(=O)NCC(=O)N(CC(=O)NCC2CCCO2)Cc2ccccc2)cc1 (stereo not drawn)	-17	14	1	5	-16	1	4	-0.4	12
O=C1SCC(c2ccc(Cl)cc2Cl)=NN1Cc1nnc(-c2ccccc2)o1	-59	8	8	-3	4	2	16	1.2	8
Going on with the list:
SMILES	EP2 mod	PGE2 EP2 inh	Tb hexokinase	Rad51 HR inh	14-3-3 Bad PPI	Hck Nef HTS	eIF4E-4G inh	zVAD death inh	Calpain2 inh
CC(C)C[C@H](NC(=O)c1[nH]cnc1C(=O)N[C@@H](C)c1ccccc1)C(=O)OCc1ccccc1	25	6	-6	-3	-8	4	-2	1.1	56*
C=CCOC(=O)C1=C(C)OC(N)=C(C#N)C1c1ccoc1 (stereo not drawn)	14	7	-7	-1	6[fluorescence artefact?]	2	-9[fluorescence artefact?]	0.1	-82
CC(C)[C@H](NC(=O)C1CCCC1)c1nc2ccccc2[nH]1	3	18	-3	4	2	-5	0	3.6	-24
C/C(Cn1nnc2ccccc21)=N\NC(=O)c1ccc(Br)cc1	-25	10	3	1	5	26	-1	2.3	10
COc1ccc(S(=O)(=O)Nc2cccc(F)c2C)cc1C(=O)N1CCOCC1	12	2	-1	.	1	-5	1	0.0	31
CCOC(=O)C1C(c2ccccc2Cl)NC(=O)N(C)C1(O)C(F)(F)F (stereo not drawn)	6	9	7	0	-4	0	4	0.5	-95
O=C(CSc1nc2ccccc2s1)Nc1ccc(Cl)c(C(=O)O)c1	-10	14	3	4	20	38	11	1.5	-12
CCc1nc(CN2CCN(c3ccc(C(F)(F)F)cn3)CC2)c(C)[nH]1	-34	7	-4	11	-2	12	-1	1.4	-2
Cc1cccc(C)c1NC(=O)COC(=O)c1ccc(N2CCCC2)c([N+](=O)[O-])c1	37	12	7	4	9	6	5[fluorescence artefact?]	0.0	7
O=C(CSCc1ccc(F)cc1)NCc1ccc(F)cc1	-20	3	9	-28	0	-9	0	-0.6	23
COc1ccc(CN=CC2=C(O)CNC2=O)cc1OC	-17	7	3	2	0	0	-2	0.2	-32
O=C(COc1ccc(Cl)cc1)N1CCN(c2cccc(C(F)(F)F)c2)CC1	-55	12	-3	.	3	1	0	0.3	1

Gathered by group, the compounds so far with bromine (2)
SMILES	EP2 mod	PGE2 EP2 inh	Tb hexokinase	Rad51 HR inh	14-3-3 Bad PPI	Hck Nef HTS	eIF4E-4G inh	zVAD death inh	Calpain2 inh
COC(=O)C1=C(C)N(CC2CC2)C(=O)N[C@H]1c1ccc(Br)cc1	12	1	-2	-3	-18[fluorescence artefact?]	-6	-6	2.2	-4
C/C(Cn1nnc2ccccc21)=N\NC(=O)c1ccc(Br)cc1	-25	10	3	1	5	26	-1	2.3	10

3 of the entries above in order of the 14-3-3 Bad PPI value, descending.
| Structure | 14-3-3 Bad PPI |
| --- | --- |
| CC(C)[C@H](NC(=O)C1CCCC1)c1nc2ccccc2[nH]1 | 2 |
| CCc1nc(CN2CCN(c3ccc(C(F)(F)F)cn3)CC2)c(C)[nH]1 | -2 |
| CC(C)C[C@H](NC(=O)c1[nH]cnc1C(=O)N[C@@H](C)c1ccccc1)C(=O)OCc1ccccc1 | -8 |
